# AmpC detergent = qHTS Inhibitors of AmpC Beta-Lactamase (assay with detergent); P00811; AmpC hydrolysis of nitrocefin, absorbance 480 nm, 0.01% Triton; Potency, µM (top dose mostly 114 µM), inactives show at the highest dose activity change, negative = inhibition, hits mostly inhibitors; 370,000 tested, 0.041% active;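 also: potency is read from the fitted curve at half-maximal effect; 0% = no-compound wells and -100% = no-enzyme wells; nearly all actives have a fitted effect of over 25% in size; some results filed as inactive show a strong effect at the top dose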
# Target sequence (P00811 whole entry, looked up): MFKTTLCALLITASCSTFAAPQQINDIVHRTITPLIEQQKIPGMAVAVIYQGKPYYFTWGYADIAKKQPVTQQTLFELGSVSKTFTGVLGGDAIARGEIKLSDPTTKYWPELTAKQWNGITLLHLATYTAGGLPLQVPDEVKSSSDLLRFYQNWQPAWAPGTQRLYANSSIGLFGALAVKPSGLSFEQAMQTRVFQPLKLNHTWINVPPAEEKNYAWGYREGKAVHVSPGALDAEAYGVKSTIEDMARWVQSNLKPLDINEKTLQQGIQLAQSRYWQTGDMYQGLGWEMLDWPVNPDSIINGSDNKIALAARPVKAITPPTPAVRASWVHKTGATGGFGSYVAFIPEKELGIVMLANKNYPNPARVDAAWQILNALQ
#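 AmpC (5.3 nM in the dispensed reagent) in 20 mM phosphate pH 7.0 with 0.01% (detergent screen) or 0.0001% Triton X-100 was preincubated with compounds for 15 min at room temperature. Nitrocefin was then added from an 800 uM solution, and hydrolysis was followed at 480 nm.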
# AMA1 RON2 block = qHTS for Inhibitors of AMA1-RON; Towards Development of Antimalarial Drug Lead: Primary Screen | Potency, µM (doses to about 58.2 µM), for inactives: at the top dose activity change, negative = inhibition, actives largely listed as inhibitors | Plasmodium falciparum AMA1 (3D7) - RON2 peptide interaction | AlphaScreen AMA1-biotinylated RON2 peptide binding | AID 720542, 2013 | 360,000 tested, 0.2% active;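 also: potency is read from the fitted curve at half-maximal effect; 0% = vehicle wells and -100% = peptide control; nearly all actives have a fitted effect of over 45% in size; some results filed as inactive show a strong effect at the top dose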
#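 AMA1 (3D7) with his tag at 25 nM final met compounds first, then biotinylated RON2 peptide at 25 nM; detection used donor plus acceptor beads, 10 µg/mL apiece, read by AlphaScreen after 30 min at room temperature.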
# FBPA Giardia inh = qHTS Assay for Inhibitors of Fructose-1,6-bisphosphate Aldolase from Giardia Lamblia; Potency, µM (highest dose often 59.6 µM), without a hit: at the top dose activity, negative = inhibition, usual class: inhibitors; A8B2U2; AID 2451, 2010; purified Giardia FBPA; 290,000 tested, 0.71% active; also: potency is read from the fitted curve at half-maximal effect; nearly all actives have a fitted effect of over 55% in size
# Target sequence (A8B2U2 whole entry, looked up): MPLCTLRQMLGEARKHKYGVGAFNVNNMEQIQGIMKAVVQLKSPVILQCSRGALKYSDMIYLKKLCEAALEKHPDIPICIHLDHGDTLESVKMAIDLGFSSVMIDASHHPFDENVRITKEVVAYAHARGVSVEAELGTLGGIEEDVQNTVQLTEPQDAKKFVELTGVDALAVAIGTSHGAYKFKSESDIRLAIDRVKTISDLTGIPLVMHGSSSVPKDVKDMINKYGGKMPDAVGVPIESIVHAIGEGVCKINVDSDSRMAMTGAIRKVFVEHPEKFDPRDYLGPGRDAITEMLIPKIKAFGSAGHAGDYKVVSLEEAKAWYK
#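 Giardia FBPA (40 nM reagent) was preincubated 10 min at RT with compound (up to 57.5 uM final), then substrate plus GAPDH/TPI/NAD/arsenate coupling system with diaphorase/resazurin was added; resorufin fluorescence (525/598 nm) was read after 20 min.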
# AmpC no deterg = qHTS Inhibitors of AmpC Beta-Lactamase (assay without detergent). P00811. AmpC nitrocefin hydrolysis, absorbance 480 nm, 0.0001% Triton. Potency, µM (highest dose often 57.1 µM), for inactives: at the highest dose activity change, negative = inhibition, usual class: inhibitors. 330,000 tested, 0.52% active. AID 485341, 2010;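 also: potency is read from the fitted curve at half-maximal effect; plate controls were no compound for no effect and no enzyme for full effect; nearly all actives have a fitted effect of over 20% in size; some results filed as inactive show a strong effect at the top dose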
#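 20 mM phosphate pH 7.0 + 0.01% (detergent screen) or 0.0001% Triton X-100; 5.3 nM AmpC reagent; cpd preinc 15 min RT; nitrocefin (800 uM stock) to start; A480 q20 s × 4 min; Activity was normalised to no-enzyme and no-compound control wells.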
# Sm TGR inh = qHTS Assay for the Inhibitors of Schistosoma Mansoni Peroxiredoxins; purified TGR, DTNB reduction, TNB absorbance 405 nm; Potency, µM (highest dose often 114 µM), without a hit: top-dose activity change, negative = inhibition, most hits filed as inhibitors; 360,000 tested, 3% active; AID 485364, 2010; also: potency is read from the fitted curve at half-maximal effect; nearly all actives have a fitted effect of over 60% in size
#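 TGR 20 nM + NADPH 100 uM (dispensed conc.), cpd preinc 15 min RT; start with NADPH (500 uM addition) then DTNB (15 mM addition). Kinetic TNB absorbance, 405 nm filter. Four-parameter Hill fit across titration.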
# HCMV inh = qHTS Assay for inhibitors of the human cytomegalovirus (HCMV). activity change, negative = inhibition, % at 57.5 µM. HFF cells, HCMV-luciferase reporter, 72 h; stronger effect = lower value. 410,000 tested, 4.5% active; in the data active = activity change below about -60%; inconclusive = no clear call, values can overlap the other calls; inactive = above about -39%
#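 After 16 h attachment at 37C, HFF cells received test compound and HCMV-luciferase (1 PFU/cell); reporter luminescence read 72 h later, data normalized against buffer-only and known inhibitor Salinomycin.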
# * = called active by the depositor; ? = inconclusive; / = no result given; [ ] = remark or other dose. Unless noted, calls follow the shape of the dose curve; as a rule, active = well fitted curve in the direction sought with a large enough effect; inconclusive = small, poorly fitted or top-dose-only effect, or another doubt; inactive = no such curve, though single readings can be large; an effect the other way counts as inactive or inconclusive. Unless noted, % is scaled to controls: 0 for no effect and ±100 for the full control effect.
SMILES,AmpC detergent,AMA1 RON2 block,FBPA Giardia inh,AmpC no deterg,Sm TGR inh,HCMV inh
Cc1nc(Br)c(Br)c(C)c1Br,-1%,0%,2%,-12%,-1%,0
CN1OCC2Cn3c(nc4ccccc43)C21 (centres undefined),-2%,10%,4%,133%[activator],-6%,17
Cc1cc(C(=O)OCC(=O)Nc2cccc(S(N)(=O)=O)c2)c2ccccc2n1,4%,9%,-1%,13%,3%,?
CCOCCCNC(=O)c1ccc2c(c1)ncn2-c1ccc(CC)cc1,-16%,4%,8%,55%,4%,-64*
CCOc1ccc(CCNC(=O)COC(=O)/C=C/c2ccccc2OC)cc1OCC,-14%,-25%,/,32%,-4%,-2
Fc1cccc(Cl)c1/C=N/n1c(-c2cccnc2)n[nH]c1=S,-9%,20%,11%,-39%,20%,-8
O=C(NN1CCOCC1)NC12CC3CC(CC(C3)C1)C2,-6%,-3%,4%,8%,1%,5
CC1CC2(C)Oc3ccccc3CC2C(C)C1CNCCCN(C)C (centres undefined),3%,-11%,-2%,63%[activator],-23%,-99*
CC1CCCCN1C(=O)CCn1c(=S)oc2ccccc21 (centres undefined),4%,1%,11%,14%,21%,-32
COc1ccc(N2C3=[N+](CCCC3)CC2(C)O)cc1 (centres undefined),-2%,-5%,0%,-23%,3%,-78*
O=[N+]([O-])c1cc2c(c(CSc3ncccn3)c1)OCOC2,-13%,-7%,0%,-42%[11.4 µM],2%,-36
O=C(c1ccccc1Oc1ccccc1)N1CCN(c2ccccc2F)CC1,-2%,-2%,6%,40%,3%,-27
Cc1c(Br)c([N+](=O)[O-])nn1CC(=O)N1CCCc2ccccc21,3%,-4%,12%,-6%,-1%,5
Cc1ccc(C23CC4CC(CC(NC(=O)NCCN(C)C)(C4)C2)C3)cc1,0%,0%,4%,85%[activator],-23%,-6
CC(=O)Oc1ccc(C(=O)Nc2ccccc2C(=O)Nc2cccc(C(=O)O)c2)cc1,-1%,-9%,-5%,-13%,2%,-22
C/C(=N/NC(=O)c1ccncc1)c1c[nH]c2ccccc12,4%,11%,-13%,-25%,-1%,65
S=C(NCc1ccncc1)NC1CCCCC1,-4%,0%,1%,-2%[2.29 µM],2%,?
COc1cccc(CNC(=O)C2CCN(S(=O)(=O)c3ccc4c(c3)CC(C)N4C(=O)C3CC3)CC2)c1 (centres undefined),?,17%,-7%,25%,-1%,-31
Cc1ccc(NC(=O)CSc2nc(=O)n(Cc3ccncc3)c3c2CCC3)cc1Cl,4%,/,/,/,11%,9
Cc1ccc(NC(=O)COC(=O)c2cc(Cl)ccc2Cl)c(Br)c1,-4%,7%,-1%,-11%,-15%,-14
CCCc1cnc(N2CCN(C(=S)NC)CC2)nc1,5%,-1%,3%,-1%,4%,131
CCCC(=O)NNC(=O)CC(=O)Nc1ccccc1C(=O)O,-11%,96%[activator],-14%,-6%,5%,-7
O=C(CCc1nc2ccccc2c(=O)[nH]1)N1CCN(S(=O)(=O)c2ccc(F)cc2)CC1,-6%,-4%,/,-7%,0%,22
CCOC(=O)Cc1csc(NC(=O)CSc2nccn2C)n1,3%,51%[activator],/,-4%,0%,5
CSc1nn(Cc2ccc(Cl)cc2)c(N(C(C)=O)C(C)=O)c1S(=O)(=O)c1ccccc1,12%,/,/,/,?,-37
CCN(c1ccccc1)S(=O)(=O)c1cccc(C(=O)NCc2ccncc2)c1,0%,12%,/,-12%,-3%,-13
COc1ccc(CCNC(=O)/C=C/C(=O)O)cc1,6%,11%,8%,-12%,/,1
OC(CNC1CCCC1)COc1ccc(F)cc1 (centres undefined),?,2%,?,-7%,11%,-15
Cc1cc(O)c(CN2CCN(S(=O)(=O)c3cccs3)CC2)cc1C(C)C,3%,-2%,/,-20%,0%,-14
CC1(C(=O)Nc2cccc(C(F)(F)F)c2)CO1 (centres undefined),?,/,-1%,0%,-10%,/
CCN(C(=O)COc1ccccc1)C1CCCCC1,3%,5%,18%,-2%,37%[activator],?
CCOc1ccccc1NC(=O)C1CCCN(S(=O)(=O)c2cn(C)cn2)C1 (centres undefined),2%,/,/,/,1%,?
C/C=C\C=C/C(=O)Nc1cccc(C2=NOC3(C2)C[C@H](C(N)=O)N(C(=O)Cc2ccc([N+](=O)[O-])cc2)C3)c1 (some centres undefined),-1%,4%,-14%,70%[activator],1.1µM*,1
C/C(=N\NC(=O)CCc1c(C)n[nH]c1C)c1ccc([N+](=O)[O-])cc1,-4%,7%,3%,-6%,15%,-6
CCOc1ccc(C2C(C(N)=O)=C(C)Nc3nc(-c4ccc(OC)cc4)nn32)cc1 (centres undefined),14%,/,/,/,6%,19
COc1ccc(NCc2nnc(SCC(=O)Nc3cc(C)cc(C)c3)o2)cc1,-7%,38%[activator],-29%,1%,-9%,25
CC1CCN(C(=O)c2cc(-c3ccc(Br)cc3)on2)CC1,7%,/,/,/,0%,70
Cc1ccccc1C(=O)NCCn1cc(SCC(=O)NCC2CCCO2)c2ccccc21 (centres undefined),-8%,-4%,-8%,36%,-5%,-9
S=c1nc[nH]c2c1[nH]c1ccc(Cl)cc12,?,104%[activator],0%,-8%,4%,0
O=C(COC(=O)c1ccc(Sc2ccccc2)c([N+](=O)[O-])c1)NC1CCCc2ccccc21 (centres undefined),-2%,0%,-2%,-19%,0%,42

# Taken from the entries so far for reference:
SMILES,AmpC detergent,AMA1 RON2 block,FBPA Giardia inh,AmpC no deterg,Sm TGR inh,HCMV inh
CCOc1ccccc1NC(=O)C1CCCN(S(=O)(=O)c2cn(C)cn2)C1 (centres undefined),2%,/,/,/,1%,?
C/C=C\C=C/C(=O)Nc1cccc(C2=NOC3(C2)C[C@H](C(N)=O)N(C(=O)Cc2ccc([N+](=O)[O-])cc2)C3)c1 (some centres undefined),-1%,4%,-14%,70%[activator],1.1µM*,1
C/C(=N\NC(=O)CCc1c(C)n[nH]c1C)c1ccc([N+](=O)[O-])cc1,-4%,7%,3%,-6%,15%,-6
CCOc1ccc(C2C(C(N)=O)=C(C)Nc3nc(-c4ccc(OC)cc4)nn32)cc1 (centres undefined),14%,/,/,/,6%,19
COc1ccc(NCc2nnc(SCC(=O)Nc3cc(C)cc(C)c3)o2)cc1,-7%,38%[activator],-29%,1%,-9%,25

# (listing goes on)
SMILES,AmpC detergent,AMA1 RON2 block,FBPA Giardia inh,AmpC no deterg,Sm TGR inh,HCMV inh
COc1ccc(C(=O)NC(=S)NCC2CCCO2)cc1 (centres undefined),?,0%,0%,-28%,-18%,-7
Cc1c(C)c2ccc(Oc3ccc([N+](=O)[O-])cc3C(F)(F)F)c(C)c2oc1=O,?,16%,1%,-34%,-21%,-27
CCCCC/C=C/C1=CC(=O)C[C@H](c2ccc3c(c2)OCO3)C1,8%,0%,/,-23%,-9%,-23
O=C(Nc1nc2ccsc2c(=O)s1)c1ccc(F)cc1,2%,-14%,14%,-14%,4%,36
Cc1c(C(C)O)nnn1-c1nonc1N (centres undefined),-9%,1%,1%,-9%,11%,65
COC(=O)CSc1ccsc1C(=O)O,-9%,14%,-5%,-14%,12%,-25
COc1ccc(C(=O)NCCCNC(=O)c2cccnc2)cc1Br,?,0%,-3%,-7%,-12%,18
CC(=O)Oc1ccc(-c2csc(Nc3ccc(Cl)cn3)n2)cc1,0%,-1%,-1%,-11%,2%,-8
Cc1noc(C(=O)NCC2CCCO2)c1Cl (centres undefined),-9%,-1%,8%,4%,-14%,-35
O=C1N=C(N2CCCC2C(=O)O)S/C1=C\c1ccco1 (centres undefined),-1%,17%,?,5%,7.1µM*,-38
COc1ccc(C2NC(=O)c3ccccc3N2)cc1OC (centres undefined),-6%,-7%,-8%,-23%,3%,110
FC(F)(F)c1cccnc1Oc1ccc(C2=NCCS2)cc1,10%,-13%,-5%,74%[activator],11%,22
CCN(CC)CCCn1c2c(c(SCC(=O)Nc3ccc(OC(F)(F)F)cc3)nc1=O)CCC2,?,14%,/,90%[activator],-2%,-10
CC(=O)Nc1nonc1NC(=O)c1ccc(C(C)(C)C)cc1,3%,1%,2%,-30%,9%,94
Cc1nn(C)cc1/C=N/NC(=O)c1ccc2c(c1)OCO2,2%,8%,1%,-14%,1%,16
COc1ccc(OC)c(S(=O)(=O)N2CCC(C(=O)Nc3cccc(C)c3C)CC2)c1,-4%,-5%,5%,9%,-2%,-22
Cc1ccc(NC(=O)/C(=C\c2ccccc2)NC(=O)c2ccco2)cc1,1%,25%,5%,-27%,-2%,-20
Cc1ccc(Cn2cc(C(=O)c3ccc4c(c3)OCO4)c(=O)c3cc(C)ccc32)cc1,?,/,/,/,0%,-26
Cc1nonc1CC(=O)NC1CCCc2c1cnn2-c1ccc(F)cc1F (centres undefined),-3%,5%,/,-5%,-5%,-36
Cc1cc(C)cc(NS(=O)(=O)c2ccc3c(c2)C(C)(C)C(=O)N3C)c1,-13%,-1%,-9%,-13%,-2%,-10
Cn1c(-c2cc(Br)ccc2O)n[nH]c1=S,?,50%[activator],-17%,-21%,-4%,-9
Cc1ccc(S(=O)(=O)N2CCN(C)CC2)cc1,?,-1%,7%,-6%,0%,74
CC(C)N=c1scc(-c2ccco2)n1/N=C/c1ccc(O)c(O)c1,5%,-27%,-19%,-47%,-12%,89
CCc1ccc(OCCCC(=O)Nc2nccs2)cc1,2%,-1%,-1%,-13%,/,13
O=C(CSc1nncn1-c1ccccc1)Nc1ccccc1F,-5%,-7%,0%,-1%,-10%,-20
CCc1ccc(S(=O)(=O)c2nnn3c2nc(N2CCN(CC)CC2)c2sccc23)cc1,-3%,/,/,/,0%,9
CCc1noc(C)c1C(=O)N(C)CC(=O)Nc1ccccc1Br,?,28%,/,-11%,0%,-13
Cc1cccc(NC(=S)N(CCN2CCOCC2)Cc2ccccc2F)c1,?,-21%,1%,44%,2%,61
CCc1ccc(-n2nc3ccc(NC(=O)c4ccc5c(c4)OCO5)cc3n2)cc1,?,34%[activator],-4%,-25%,-2%,-17
CCN(c1ccc(NS(=O)(=O)c2cc(Cl)ccc2Cl)cc1)C(C)C,0%,?,-24%,-34%,-14%,43
O=C(O)C/C(=C\c1ccc(N2CCOCC2)c([N+](=O)[O-])c1)c1nc2ccccc2s1,1%,-3%,7%,-36%,0%,?
COC(=O)c1ccc(NC(=O)CN2C(=O)c3ccccc3S2(=O)=O)cc1,-1%,-20%,5%,-27%,6%,-34
CCc1ccc(CNCc2cccnc2)cc1,-2%,-2%,0%,18%,5%,4
CCc1c(O)nc(SCC(=O)Nc2ccccc2OC)[nH]c1=O,-14%,0%,-1%,-23%,-4%,11
Fc1ccc(-c2cn3cc(Cc4ccccc4Cl)sc3n2)cc1,-4%,/,/,/,3%,99
CCCS(=O)(=O)N1CCCC(C(=O)NCCN(CC)CC)C1 (centres undefined),0%,0%,-4%,-19%,0%,-22
